# Screening data: PubChem, The Scripps Research Institute Molecular Screening Center
# M4 ag – CHRM4 agonism in calcium assay | CHO-K1 hM4/Gqi5, Fluo-8 calcium fluorescence; vehicle 0%, full acetylcholine response 100% | 360,000 compounds, 0.14% hits | AID 624127 | activation, % at 3 µM;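 active = activation above the run mean over all test wells plus 3 SD, cut at about 32% in these data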;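 also: peak over basal fluorescence ratio per well then scaled between controls; 0% = DMSO wells and 100% = acetylcholine at EC100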
# Target sequence (P08173 whole entry, looked up): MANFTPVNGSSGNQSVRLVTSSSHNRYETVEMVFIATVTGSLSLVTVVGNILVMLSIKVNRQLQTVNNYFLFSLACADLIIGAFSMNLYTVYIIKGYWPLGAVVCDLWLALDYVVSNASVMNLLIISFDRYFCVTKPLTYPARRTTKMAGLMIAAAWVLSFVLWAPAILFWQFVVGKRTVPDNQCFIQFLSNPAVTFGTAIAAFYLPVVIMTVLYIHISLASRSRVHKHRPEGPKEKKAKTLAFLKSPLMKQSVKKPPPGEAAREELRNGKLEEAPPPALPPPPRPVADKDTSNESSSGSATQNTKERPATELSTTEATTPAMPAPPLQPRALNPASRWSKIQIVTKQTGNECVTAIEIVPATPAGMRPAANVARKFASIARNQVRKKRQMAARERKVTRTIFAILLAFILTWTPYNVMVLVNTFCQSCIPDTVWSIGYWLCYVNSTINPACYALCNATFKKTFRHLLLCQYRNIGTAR
# M1 ag parental – counter-screen for M1 agonists: effect in parental CHO-K1 cells; Fluo-8 calcium fluorescence; scaled to maximal ATP response, vehicle zero; activation, % at 3 µM; 360,000 compounds, 0.48% hits; AID 602248; in the data active = activation above about 15%;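 also: untransfected CHO-K1 host cells lacking M1 receptor as counterscreen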
# M1 PAM – human CHRM1 positive allosteric modulation | CHO-K1 hM1, Fluo-8 calcium fluorescence, ACh EC20; 0% = ACh EC20, 100% = maximal ACh | 360,000 compounds, 0.088% hits | AID 588819 | activation, % at 3 µM | P11229; in the data active = activation above about 19%, passing the limit was not always enough
# OXTR potentiate – human OXTR potentiation; CHO-OTR cells, Fluo-8 calcium fluorescence, potentiator mode; 0% = oxytocin EC15, 100% = EC100; activation, % at 3 µM; 320,000 compounds, 0.061% hits;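 active = activation above that plate's cutoff, the mean activation of tested compounds plus 3 SD, cut at about 6.6% in these data, passing the limit was not always enough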;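 also: 100% uses oxytocin at 75 nM as the full agonist control; some results filed as inactive read as strong as hits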
# Target sequence (P30559 whole entry, looked up): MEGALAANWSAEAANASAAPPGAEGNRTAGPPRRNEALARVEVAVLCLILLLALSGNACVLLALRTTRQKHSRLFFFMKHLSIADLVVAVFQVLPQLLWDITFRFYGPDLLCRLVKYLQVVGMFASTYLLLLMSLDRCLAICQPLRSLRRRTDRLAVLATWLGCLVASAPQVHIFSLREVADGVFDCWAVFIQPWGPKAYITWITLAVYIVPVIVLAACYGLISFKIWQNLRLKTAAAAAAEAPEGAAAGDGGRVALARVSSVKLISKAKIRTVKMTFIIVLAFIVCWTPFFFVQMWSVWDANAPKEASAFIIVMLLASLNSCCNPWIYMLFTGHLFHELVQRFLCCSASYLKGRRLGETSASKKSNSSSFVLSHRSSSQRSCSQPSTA
#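 assay system = CHO-OTR cells, human receptor | schedule = compound 6 min at room temperature before oxytocin, 100 s read | detection = Fluo-8 intracellular calcium fluorescence, ex 470-495, em 515-575 nm | evaluation = normalized max/min fluorescence ratio, % activation | control set = EC15 oxytocin alone as 0%, 75 nM oxytocin (EC100) as 100%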
# M4 antag – blocks acetylcholine activation of human M4 receptor; CHO-hM4 cells, ACh EC80, Fluo-8 calcium fluorescence; 360,000 compounds, 0.73% hits; P08173; inhibition, % at 3 µM;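 active = inhibition above its plate's cutoff, the mean inhibition of sample wells plus 3 SD, cut at about 27% in these data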;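 also: 0% = acetylcholine EC80 with DMSO and 100% = DMSO without agonist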
# CHRM1 agonist – activates human CHRM1 receptor | P11229 | CHO-K1 hM1, Fluo-8 calcium fluorescence, agonist mode; 0% DMSO, 100% acetylcholine EC100 | activation, % at 3 µM | 360,000 compounds, 0.33% hits | AID 588814;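 active = activation above the run's mean compound activation plus 3 SD, cut at about 16% in these data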;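 also: peak over basal fluorescence ratio within a 140 s kinetic read after compound addition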
# CHRM1 antagonist – blocks human M1 muscarinic receptor; CHO-K1 hM1, Fluo-8 calcium fluorescence, ACh EC80 antagonist; P11229; 360,000 compounds, 1.3% hits; AID 588852; inhibition, % at 3 µM;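 active = percent inhibition above its own plate's cutoff, namely the mean of that plate's compound wells plus 3 SD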;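 also: peak over basal fluorescence ratio during 140 s after agonist addition; 0% = ACh EC80 plus DMSO and 100% = DMSO alone without agonist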
# CHO parental Ca – counter-screen: ATP calcium response change in parental CHO cells | parental CHO-K1, ATP-induced calcium, Fluo-8 fluorescence | 330,000 compounds, 0.63% hits | AID 463079 | inhibition, % at 5.6 µM;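 active = inhibition above that plate's mean sample inhibition plus 3 SD, cut at about 26% in these data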;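 also: 0% = ATP-challenged DMSO wells and 100% = DMSO wells without ATP; some compounds past the cut are filed as inactive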
#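 Test system: untransfected parental CHO cell line. Compound: one dose, 5.6 µM nominal. Detection: intracellular calcium via Fluo-8 no-wash fluorescent dye. Measure: % inhibition. Benchmarks: ATP-challenged DMSO wells low, unchallenged DMSO wells high.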
# CHO-K1 Ca antag – M1 antagonist counterscreen hit in parental CHO-K1 cells | ATP-induced calcium, Fluo-8 fluorescence | inhibition, % at 3 µM | 360,000 compounds, 0.6% hits;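 active = inhibition above a per-plate cutoff, the plate's mean sample inhibition plus 3 SD, cut at about 24% in these data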;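 also: 0% = DMSO plus EC80 ATP and 100% = DMSO alone without ATP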
# * = called active by the depositor; . = no result given.
SMILES,M4 ag,M1 ag parental,M1 PAM,OXTR potentiate,M4 antag,CHRM1 agonist,CHRM1 antagonist,CHO parental Ca,CHO-K1 Ca antag
N/C(=N/O)c1cccn1Cc1ccccc1[N+](=O)[O-],1,0.7,5,-5,-9,-3,4,22,-7
CC1=C(C(=O)N2CCCC(N3CCN(c4cccc(C(F)(F)F)c4)CC3)C2)OCCO1 (stereo unspecified),4,0.4,-6,-8,-4,-2,5,-23,4
CCCN(C(=O)C1CCN(S(=O)(=O)c2ccc(OC)c(OC)c2)CC1)C1CCS(=O)(=O)C1 (stereo unspecified),1,0.4,-2,-11,-9,-4,8,7,10
CC(C)N(Cc1ccccc1)S(=O)(=O)c1ccc(Cl)nc1,-1,-0.8,2,-2,-17,-7,-5,-30,-9
CN(Cc1ccccc1)C1=CC(=[N+]2CCCC2)CC(C)(C)C1,1,1.2,-9,-3,25,-7,29,9,0
CCNC(=O)c1sc2cc(C)ccc2c1Cl,0,-0.1,16,1,1,-10,-4,-22,-7
CC1CC(C)CN(CCCNC(=O)CN2C(=O)c3cccnc3Oc3ccccc32)C1 (stereo unspecified),0,0.0,-3,-6,-15,-13,-1,-15,-16
CCOc1ccc(/C=N\NC(=O)CC(=O)NCCc2ccccc2)cc1,0,-0.6,-2,-10,5,-4,2,-15,2
Cc1ccc(C(=O)NCc2ccc(Cl)c(Cl)c2)o1,0,-0.1,0,-6,0,-5,-18,-10,-9
C/C(=N\NC(=O)c1ccc2c(c1)OCO2)c1ccco1,2,2.4,-4,-2,3,-3,12,2,1
Cn1cc(C=O)c2ccccc21,4,-0.1,6,-19,5,-2,-11,12,-9
COc1ccccc1C(=O)OCC(=O)Nc1ccc(Cl)cn1,1,-0.2,1,-4,-2,-4,-4,-8,-12
O=C(CC1S/C(=N/N=C/c2ccco2)NC1=O)Nc1cccc(Cl)c1Cl (stereo unspecified),1,0.2,10,-15,0,-1,-8,4,7
CCOC(=O)C1=C(COC(=O)Cc2c(F)cccc2Cl)NC(=O)NC1C (stereo unspecified),7,1.9,13,-8,-3,0,-4,-14,-1
C#CCCOC(=O)N1C2=NC(C(=O)OC)=C(C(=O)OC)[C@@H]3N(C)c4ccccc4[C@]23C[C@H]1CO,1,-0.1,-1,-2,1,-6,7,-16,-8
Cc1cccc(CSc2nc3ccncc3n2CC(=O)Nc2cc(C)cc(C)c2)c1,0,0.5,6,-4,-8,-1,-5,-8,-4
C/C(=C\c1ccccc1)C(=O)NCCc1ccccc1,1,0.1,-5,-7,-9,-4,8,0,0
CCc1cccc(NC(=O)NC2CCCCC2)c1,1,1.3,12,-5,-4,-2,-11,-17,4
Cc1ccc(CN2CCN(C(=O)CCN3C(=O)c4ccccc4C3=O)CC2)cc1,2,0.7,-1,-24,0,-5,6,-17,11
O=C(CN1CCc2ccccc21)Nc1ccc2c(c1)OCO2,1,-0.5,12,-5,4,1,-13,7,-2
NS(=O)(=O)c1ccc(S(=O)(=O)N2CCCC(c3ccccc3)C2)cc1 (stereo unspecified),9,5.6,-4,.,-3,1,3,.,-7
Cc1ccc(S(=O)(=O)NCCN=Cc2ccc(N(C)C)cc2)cc1,1,0.4,7,-2,-6,-4,-6,-3,0
O=C(CCCCCn1c(=O)[nH]c2ccccc2c1=O)NCCc1c[nH]c2ccccc12,11,2.9,-2,-21,20,-3,14,-18,-4
COc1ccc(OC)c(NC(=O)COC(=O)c2ccc(S(=O)(=O)N3CCCCC3)cc2)c1,1,1.3,-1,.,-4,-4,4,.,2
COCCCNC(=O)C1CC(=O)N(c2ccc(C)cc2)C1 (stereo unspecified),0,0.0,1,-7,5,-3,10,-15,-4

# (listing goes on)
SMILES,M4 ag,M1 ag parental,M1 PAM,OXTR potentiate,M4 antag,CHRM1 agonist,CHRM1 antagonist,CHO parental Ca,CHO-K1 Ca antag
CCc1nnc(N2C(=O)c3cccc4cccc(c34)C2=O)s1,0,-0.7,5,4,11,-2,-2,-18,-2
Cc1oc(-c2ccccc2)nc1CS(=O)CC(=O)O (stereo unspecified),1,0.3,10,-2,-8,-4,-6,5,0
Cc1[nH][nH]c(=O)c1C(c1ccc(O)c([N+](=O)[O-])c1)c1c(C)[nH][nH]c1=O,2,2.3,5,-3,1,-3,-3,-3,-12
Cc1ccc(-n2nc(C)c(NC(=O)COC(=O)c3ccccc3NCCO)c2C)cc1,1,-0.4,7,-10,-13,-3,-24,-15,-7
CCCC(=O)N1CCC1(C)C(=O)NS(=O)(=O)c1ccc(C(C)(C)C)cc1 (stereo unspecified),1,0.6,2,.,-22,-2,0,.,-10
O=C(Nc1ccc(Br)c2cccnc12)c1ccc(Cn2cc([N+](=O)[O-])cn2)o1,0,0.3,5,-5,-3,-3,-3,-12,8
Cc1ccc(S(=O)(=O)NCCC(=O)OCC(=O)N(Cc2ccccc2)C(C)(C)C)cc1C,2,0.7,5,-12,-8,-4,-7,-19,-14
CN(C)C=Nc1ncc2c3ccccc3n(Cc3ccccc3)c2c1C#N,1,0.3,5,-4,-1,2,-48,0,-7
Cc1ccc(S(=O)(=O)NN=Cc2ccco2)cc1,-1,-0.2,1,.,-5,-1,-12,.,-12
CC(C)C(=O)Nc1ccc(Nc2ccccc2)cc1,1,0.4,6,-5,-1,1,0,0,-3
CCOC(=O)N1CCC(C(N)=O)CC1,2,-0.1,5,3,1,-4,-4,-11,1
Cc1ccccc1C(=O)O/N=C/c1c(N2CCOCC2)n(C)c2ccccc12,0,-0.1,-4,-8,0,-5,-2,-9,15
COc1cc(NC(=O)C(=O)NCCN2CCNCC2)c(OC)cc1Cl,1,-0.2,9,-4,2,-11,-1,-10,-1
O=C(Nc1ccccc1)c1cccc(=O)o1,1,-0.1,25,-5,2,4,-14,-14,9
COc1ccc(CNC(=O)c2cccc3c2C(=O)N(Cc2cccnc2)C3)cc1,3,0.1,10,-6,-1,-1,-2,-30,13
Cc1csc2ncc(C(=O)Nc3ccc(C(F)(F)F)cc3)c(=O)n12,2,0.0,6,0,-7,-2,-12,5,-5
CC1(C)CC(=O)c2sc(N)nc2C1,1,-0.1,5,-1,9,-4,-1,-4,-6
O=C1C=C(N2CCCCC2)C2(CCCCC2)O1,1,0.4,5,3,-7,-10,-6,-9,-2
COc1cc(/C=N/NC(=O)C2COc3ccccc3O2)cc(OC)c1OC (stereo unspecified),3,0.0,-2,-5,6,-2,1,-11,6
Nc1nnn(CC(=O)N/N=C/c2cccc(Cl)c2)n1,0,0.9,-4,-8,6,-3,16,-4,-6
CCCCCN(C(=O)CCC(=O)OCc1ccccc1C(F)(F)F)c1c(N)n(CCCC)c(=O)[nH]c1=O,1,0.8,9,-7,-11,0,-11,-12,2
Cc1cccc(NC(=O)c2nc[nH]c2C(=O)N(C)Cc2ccccc2)c1,3,0.3,-3,-1,-4,-2,4,-26,-20
CC1CCCCC12NC(=O)N(CC(=O)Nc1ccc(N3CCOCC3)cc1)C2=O (stereo unspecified),1,1.6,12,-1,8,-8,1,-13,-14
COc1ccc(/C=C/C(=O)N2CCNC(=O)C2)c(OC)c1,-1,-0.1,6,-10,4,-1,-6,-12,-4
O=C(Nc1ccc(Cl)cc1C(=O)Nc1ccccn1)c1ccco1,3,0.4,2,-8,-8,-3,-22,-20,1

# Remaining list, next part
SMILES,M4 ag,M1 ag parental,M1 PAM,OXTR potentiate,M4 antag,CHRM1 agonist,CHRM1 antagonist,CHO parental Ca,CHO-K1 Ca antag
Cc1c(C(=O)OCC(=O)N(CCC#N)c2ccccc2)oc2c1ccc1ccccc12,0,0.3,0,-5,4,-2,2,-18,-3
Cc1ccc(C(=O)N(Cc2nnc(-c3ccccc3Cl)o2)C2CC2)o1,5,1.3,4,.,-13,-7,-12,.,-7
CN(C)CCNC(=O)C(=O)Nc1ccc2c(c1)N(S(=O)(=O)c1cccs1)CCC2,3,1.9,14,-9,-6,-5,-12,0,1
Cc1ccccc1Nc1n[nH]c(C)c1[N+](=O)[O-],1,1.6,-4,-10,-2,-3,-3,0,-9
CC(C)NC(=O)c1ccc(COc2cccc3ccccc23)o1,9,4.5,-6,.,-2,1,1,.,8
Cn1cccc1Cc1nnc(SCC(=O)N2CCOCC2)n1CCc1ccccc1,0,-0.1,0,2,4,-7,-11,-10,15
O=C(N/N=C/c1ccc([N+](=O)[O-])cc1)c1ccc2nc[nH]c2c1,3,1.4,-6,-8,5,-1,21,0,8
CCCOC1CCCN(C(=O)c2cc(COc3ccc(-n4cncn4)cc3)on2)C1 (stereo unspecified),10,8.1,-4,-22,-7,2,1,14,2
Cc1c(C(=O)NCCSCc2ccccc2)cccc1[N+](=O)[O-],4,3.4,1,-9,-12,-4,3,-12,-13
C=CCNC(=S)NN(c1ccccc1)c1ccccc1,-1,0.8,8,-13,-3,-7,-4,-8,-14
Cn1c(=O)n(Cc2ccccc2)c(=O)c2c1nc1n2CCN1Cc1ccco1,1,-0.2,11,-4,-3,0,-15,-9,-8
O=C(Nc1nc(-c2ccccc2)nc2ccccc12)c1ccc(F)cc1,0,-0.3,-5,-1,-4,-7,2,-4,-1
O=C(COc1ccc(S(=O)(=O)N2CCOCC2)cc1)Nc1ccccc1Cl,4,1.4,5,-8,-7,-3,-6,9,-11
Cc1ccc(C2NCCS2)cc1 (stereo unspecified),11,1.6,-3,0,0,-3,13,3,-8
O=C(CNC(c1ccccc1)c1ccccc1)Nc1ccccc1F,-1,-0.1,12,-7,-1,0,-5,-10,-12
CCOc1ccc2nc(NCCCO)[nH]c2c1,1,0.2,1,-2,7,-6,-6,-3,-5
Cc1nc2ccsc2c(=O)n1-c1cccc(Cl)c1,13,3.8,-5,6,-11,-4,8,-2,-14
Fc1cccc2sc(Nc3nc4ccccc4s3)nc12,0,-0.1,1,-3,0,-6,1,-2,-3
COc1ccc(Cl)cc1C(=O)Nc1ccc(S(N)(=O)=O)cc1,28,1.1,6,-8,5,0,-10,4,-12
COc1ccccc1C(=O)N/C(=C/c1ccc(Br)cc1)C(=O)NCCO,3,1.2,10,-9,-2,2,-5,-14,-8
CC(OC(=O)C1=COCCO1)C(=O)NC1CCCC(C)C1C (stereo unspecified),1,0.3,6,.,1,-3,-9,.,-5
COc1ccc(NC(=O)c2ccc(NC(=O)COC(=O)c3cnc(C)cn3)cc2)cc1,0,0.2,0,-4,-16,-4,2,2,-12
